# Screening results from PubChem BioAssay.
# U2OS ROS induce – ROS inducers in U2OS cancer cells, primary screen, cell-based, H2DCF-DA fluorescence; 2% of 46,000 active; U2OS ROS induction; ROS induction (% of piperlongumine), % at 10 µM; in the data active = ROS induction above about 79%, passing the limit was not always enough; inconclusive = no clear call, values can overlap the other calls;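 note: 0% = DMSO vehicle median and 100% = reference compound median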
# * marks the source's active call; other numbers are inactive results; ? = inconclusive.
SMILES,U2OS ROS induce
O=C(N1CCOCC1)[C@@]1(CCS(=O)(=O)c2ccccc2)COC(c2ccc(OCCCO)cc2)=N1,4
C[C@H]1CN([C@@H](C)CO)C(=O)c2cccc(NS(=O)(=O)c3ccc(F)cc3)c2O[C@@H]1CN(C)S(=O)(=O)c1cccs1,-5
CCOC(=O)c1sc2sc(C(=O)OCC)c(-c3ccc(Cl)cc3)c2c1N,93*
C[C@H]1CN([C@@H](C)CO)C(=O)c2cc(NC(=O)Cc3cn(C)c4ccccc34)ccc2O[C@@H]1CN(C)C(=O)Nc1ccc(C(F)(F)F)cc1,28
Cc1ccc(C(=O)CSc2nnc(-c3cccc(F)c3)n2-c2ccccc2)c(C)c1,-19
C[C@@H]1CN([C@H](C)CO)C(=O)c2cccc(NC(=O)Nc3ccccc3)c2O[C@@H]1CN(C)C(=O)NC1CCCCC1,10
COc1ccc(-n2ncc3c(N(Cc4ccccc4)Cc4ccccc4)ncnc32)cc1,35
COc1ccc(NC(=O)Nc2cccc3c2O[C@@H](CN(C)S(=O)(=O)c2cccs2)[C@H](C)CN([C@H](C)CO)C3=O)cc1,3
Cc1cc2c(c(Sc3ccc(Cl)cc3)n1)C(=O)NC2=O,54
COc1cc(NC(=O)COc2ccccc2Cl)ccc1NC(=O)c1cc2ccccc2o1,12
C[C@H](CO)N1C[C@H](C)[C@@H](CN(C)C(=O)Nc2ccc3c(c2)OCO3)Oc2ccc(NC(=O)Cn3cnnn3)cc2C1=O,-2
CC(C)NC(=O)Nc1ccc2c(c1)CC(=O)N([C@H](C)CO)C[C@@H](C)[C@@H](CN(C)S(=O)(=O)c1ccc(Cl)cc1)O2,-3
CCCCc1ccc(NC(=S)NCCCN2CCOCC2)cc1,-10
CCOC(=O)C1=C(C)N(C)C(=O)NC1c1ccccc1OC (configuration not stated),1
C[C@H]1CN([C@@H](C)CO)C(=O)c2cccc(NS(=O)(=O)c3ccc(Cl)cc3)c2O[C@@H]1CN(C)Cc1ccc(C(=O)Nc2ccccc2N)cc1,10
Cc1cc(C)cc(N(C(C)C(=O)O)S(C)(=O)=O)c1 (configuration not stated),-8
CS(=O)(=O)N(CC(=O)Nc1cc(Cl)c(Cl)cc1Cl)C1CCCCC1,10
Cc1c(CNC(=S)Nc2cccc([N+](=O)[O-])c2)cnn1C,-1
Cc1noc(C)c1NC(=O)Nc1ccc2c(c1)C(=O)N([C@@H](C)CO)C[C@H](C)[C@H](CN(C)C(=O)Nc1ccccc1)O2,-7
C[C@@H]1CN([C@H](C)CO)C(=O)Cc2cc(NC(=O)c3ccncc3)ccc2O[C@@H]1CN(C)CC1CCCCC1,-3
C[C@@H]1CN([C@@H](C)CO)C(=O)CCCn2nncc2CO[C@@H]1CN(C)Cc1ccc2c(c1)OCCO2,8
C[C@@H]1CN([C@H](C)CO)C(=O)Cc2cc(NC(=O)C3CCCCC3)ccc2O[C@H]1CN(C)CC1CCCCC1,2
C[C@H]1CN([C@@H](C)CO)C(=O)Cc2cc(NC(=O)Nc3ccc(C(F)(F)F)cc3)ccc2O[C@H]1CN(C)Cc1ccc2c(c1)OCO2,5
C[C@@H]1CN([C@@H](C)CO)C(=O)c2cccc(NS(=O)(=O)c3ccc(Cl)cc3)c2O[C@@H]1CN(C)C(=O)Nc1ccc2c(c1)OCO2,3
CNC[C@H]1Oc2ccc(NC(=O)Nc3ccc(OC)cc3)cc2CC(=O)N([C@@H](C)CO)C[C@@H]1C,-8
O=C(O)c1ccc(CSc2nc(-c3ccccc3)cc(C(F)(F)F)n2)cc1,27
C[C@@H]1CN([C@H](C)CO)C(=O)c2cc(NC(=O)c3ccncc3)ccc2O[C@@H]1CN(C)S(=O)(=O)c1ccc(F)cc1,-4
C[C@@H]1CN([C@H](C)CO)C(=O)Cc2cc(NC(=O)CCC(F)(F)F)ccc2O[C@@H]1CN(C)C(=O)Nc1ccc2c(c1)OCO2,13
O=C(CSc1nnnn1-c1ccc(Cl)cc1)Nc1ccc(Cl)cc1Cl,-7
COC(=O)c1ccccc1NC(=O)CN1CCOCC1,-6
C[C@H](CO)N1C[C@H](C)[C@H](CN(C)C(=O)Nc2cccc3ccccc23)Oc2ccc(NC(=O)CCCN(C)C)cc2C1=O,5
CCCCn1c(SCC(N)=O)nc2c1c(=O)n(C)c(=O)n2C,3
C[C@@H]1CN([C@H](C)CO)C(=O)Cc2cc(NC(=O)NC3CCCCC3)ccc2O[C@H]1CN(C)Cc1ccc(-c2ccccc2)cc1,26
C[C@@H]1CN([C@@H](C)CO)C(=O)c2cc(NC(=O)Cc3ccccc3)ccc2O[C@H]1CN(C)S(=O)(=O)c1cccs1,7
CCc1ccc(Nc2nc3ccccc3nc2NS(=O)(=O)c2ccc(C)cc2)cc1,-21
C[C@@H]1CN([C@H](C)CO)C(=O)c2cc(NS(=O)(=O)c3ccc(F)cc3)ccc2O[C@@H]1CN(C)C,-5
Cc1sc2c(c1C)CN(Cc1ccco1)CN2C(=O)c1ccccc1,9
Cc1noc(C)c1NC(=O)N(C)C[C@H]1Oc2c(NS(=O)(=O)c3cccs3)cccc2C(=O)N([C@@H](C)CO)C[C@@H]1C,-9
Cc1ccc(NC(=O)C2CC(=O)n3ncnc3N2)cc1 (configuration not stated),-8
C[C@H](CO)N1C[C@H](C)[C@@H](CN(C)C(=O)Nc2ccccc2)Oc2c(NC(=O)Nc3ccc(F)cc3)cccc2C1=O,-12
C[C@@H]1CN([C@H](C)CO)C(=O)Cc2cc(NC(=O)Cc3cn(C)c4ccccc34)ccc2O[C@H]1CN(C)C,-4
C[C@@H]1CN([C@@H](C)CO)C(=O)c2cccc(NC(=O)C3CC3)c2O[C@H]1CN(C)Cc1ccc(Oc2ccccc2)cc1,44
C[C@H](CO)N1C[C@H](C)[C@@H](CN(C)C(=O)Nc2ccc(C(F)(F)F)cc2)Oc2ccc(NC(=O)c3ccncc3)cc2C1=O,8
C[C@@H]1CCCCO[C@@H](CN(C)C(=O)c2ccccc2)[C@@H](C)CN([C@H](C)CO)C(=O)c2cc(NC(=O)C3CCCCC3)ccc2O1,19
COc1ccc(C(=O)/C=C/Nc2ccc(C(F)(F)F)cc2)cc1,16
COc1ccc(S(=O)(=O)Nc2ccc3c(c2)C(=O)N([C@H](C)CO)C[C@@H](C)[C@H](CN(C)Cc2ccc(C(=O)O)cc2)O3)cc1,?
CCOC(=O)c1ccc(NC(=O)CSc2ncccn2)cc1,2
C[C@@H]1CN([C@H](C)CO)C(=O)CCCn2cc(nn2)CO[C@H]1CN(C)Cc1cccnc1,20
CC1(C)CC(NC(=O)CC(c2ccc(F)cc2)c2ccco2)CCO1 (configuration not stated),-11
COC(=O)CCCCCCC(=O)N/N=C/c1ccc(NC(=O)OC(C)(C)C)cc1,35
C[C@@H]1CCCCO[C@H](CN(C)C(=O)NC2CCCCC2)[C@@H](C)CN([C@H](C)CO)C(=O)c2cc(NC(=O)C3CCCCC3)ccc2O1,39
Cc1sc2ncnc(SCC(=O)N3CCC(c4noc5ccc(F)cc45)CC3)c2c1C,4
Cc1ccc(C2=NN(S(C)(=O)=O)C(c3ccc4nccnc4c3)C2)cc1 (configuration not stated),-1
C[C@H](CO)N1C[C@H](C)[C@H](CN(C)C(=O)Nc2ccc(C(F)(F)F)cc2)Oc2ccc(NC(=O)CCN3CCOCC3)cc2CC1=O,-11
COc1ccc(S(=O)(=O)N(C)C[C@H]2Oc3c(NC(=O)c4ccc(-c5nccs5)cc4)cccc3C(=O)N([C@@H](C)CO)C[C@H]2C)cc1,2
CCOC(=O)c1c(C)[nH]c(=S)c(C#N)c1-c1ccc(OC)cc1,27
Cc1noc(C)c1S(=O)(=O)Nc1cccc2c1O[C@H](CN(C)Cc1ccc(C(=O)O)cc1)[C@@H](C)CN([C@@H](C)CO)C2=O,-7
C[C@@H]1CN([C@H](C)CO)C(=O)c2cccc(NS(=O)(=O)c3ccc(F)cc3)c2O[C@@H]1CN(C)Cc1ccc(C(F)(F)F)cc1,-11
CC(C)NC(=O)Nc1cccc2c1O[C@@H](CN(C)S(=O)(=O)c1ccccc1)[C@@H](C)CN([C@@H](C)CO)C2=O,4
C[C@@H]1CCCCO[C@@H](CN(C)C(=O)c2ccncc2)[C@@H](C)CN([C@H](C)CO)C(=O)c2cc(N(C)C)ccc2O1,-15

# (next part)
SMILES,U2OS ROS induce
O=C(c1ccccc1S(=O)(=O)NCc1ccccc1)N1CCCC1,-14
C[C@@H]1CN([C@@H](C)CO)C(=O)Cc2cc(NC(=O)CCC(F)(F)F)ccc2O[C@@H]1CN(C)C(=O)Nc1ccc(F)cc1,-3
CC(C)NC(=O)Nc1cccc2c1O[C@@H](CN(C)Cc1ccncc1)[C@@H](C)CN([C@@H](C)CO)C2=O,0
CCCCn1c(=S)[nH]c2ccccc2c1=O,-7
c1coc(-c2nn3c(C4COc5ccccc5O4)nnc3s2)c1 (configuration not stated),-3
Cc1c(F)cccc1NC(=O)CCC(=O)O,-5
C[C@H](CO)N1C[C@H](C)[C@H](CN(C)S(=O)(=O)c2ccc(F)cc2)Oc2ccc(NC(=O)Nc3ccccc3)cc2CC1=O,14
O=C(Nc1ccc(-c2nc3ccccc3o2)cc1)c1ccc(C(=O)c2ccccc2)cc1,-9
C[C@@H]1CN([C@H](C)CO)C(=O)c2cccc(NC(=O)Nc3ccc4c(c3)OCO4)c2O[C@@H]1CN(C)S(=O)(=O)c1cccs1,-5
Cc1cc(C)nc(N(C#N)Cc2cccc([N+](=O)[O-])c2)n1,-7
C[C@H]1CN([C@@H](C)CO)C(=O)c2cc(NS(=O)(=O)c3ccc(F)cc3)ccc2O[C@H]1CN(C)S(=O)(=O)c1ccc(Cl)cc1,52
C[C@H](CO)N1C[C@H](C)[C@@H](CN(C)S(=O)(=O)c2ccc(Cl)cc2)OCc2cn(nn2)CCCC1=O,13
COc1ccc(NC(=O)N(C)C[C@@H]2Oc3ccc(NC(=O)Nc4ccc(F)cc4)cc3C(=O)N([C@H](C)CO)C[C@@H]2C)cc1,-3
Cc1noc(C)c1S(=O)(=O)Nc1cccc2c1O[C@@H](CN(C)S(=O)(=O)c1cccs1)[C@@H](C)CN([C@H](C)CO)C2=O,5
C[C@@H]1CCCCO[C@H](CN(C)S(=O)(=O)c2cn(C)cn2)[C@@H](C)CN([C@H](C)CO)C(=O)c2cc(NC(=O)Nc3cccc4ccccc34)ccc2O1,-9
CC(C)NC(=O)N(C)C[C@H]1Oc2c(NC(=O)c3cnccn3)cccc2C(=O)N([C@@H](C)CO)C[C@H]1C,-13
C[C@H]1CN([C@@H](C)CO)C(=O)CCCn2cc(nn2)CO[C@@H]1CN(C)C(=O)OCc1ccccc1,-8
COc1cccc(NC(=O)CNC(=O)c2cccs2)c1,-29
Cc1noc(C)c1S(=O)(=O)Nc1ccc2c(c1)CC(=O)N([C@H](C)CO)C[C@@H](C)[C@@H](CN(C)S(C)(=O)=O)O2,-9
C[C@@H]1CN([C@@H](C)CO)C(=O)CCCn2nncc2CO[C@@H]1CN(C)C,-2
CNC[C@@H]1Oc2ccc(NC(=O)CCC(F)(F)F)cc2C(=O)N([C@H](C)CO)C[C@@H]1C,-2
Cc1ccc(S(=O)(=O)N(C)C[C@H]2Oc3ccc(NC(=O)Cc4cn(C)c5ccccc45)cc3C(=O)N([C@@H](C)CO)C[C@@H]2C)cc1,40
O=C(/C=C/Sc1ccc(Cl)cc1)c1ccccc1,11
C[C@@H]1CCCCO[C@@H](CN(C)C(=O)CCCN(C)C)[C@@H](C)CN([C@H](C)CO)C(=O)c2cc(NC(=O)Nc3ccc4c(c3)OCO4)ccc2O1,14
C[C@@H]1CCCCO[C@@H](CN(C)S(=O)(=O)c2ccc(Cl)cc2)[C@@H](C)CN([C@H](C)CO)C(=O)c2cc(NC(=O)Nc3ccc4c(c3)OCO4)ccc2O1,17
C[C@@H]1CN([C@@H](C)CO)C(=O)c2cccc(NC(=O)c3cnccn3)c2O[C@H]1CN(C)Cc1ccc2c(c1)OCO2,2
CCOC(=O)c1ccc(OC(=O)CCCCCN=C(N)N)cc1,7
C[C@@H]1CCCCO[C@H](CN(C)S(=O)(=O)c2ccc(F)cc2)[C@@H](C)CN([C@H](C)CO)C(=O)c2cc(NS(=O)(=O)c3ccc(F)cc3)ccc2O1,37
Cc1noc(C)c1S(=O)(=O)Nc1ccc2c(c1)CC(=O)N([C@@H](C)CO)C[C@H](C)[C@@H](CN(C)C)O2,-2
O=C(/C=C/c1ccc(O)cc1)NCCCCN(CCCN(CCCNC(=O)/C=C/c1ccc(O)cc1)C(=O)/C=C/c1ccc(O)cc1)C(=O)/C=C/c1ccc(O)cc1,4
Cc1cc(C)nc(SCc2noc(-c3ccc(Cl)cc3)n2)n1,-6
CCOC(=O)Oc1ccc2c(c1)C(C)=CC(C)(C)N2C(=O)OCC,-10
COC(=O)c1cccc(NC(=O)CSc2nc(C)cc(C(F)(F)F)n2)c1,-11

# In a second layout: entries from further up
compound	U2OS ROS induce
CC(C)NC(=O)N(C)C[C@H]1Oc2c(NC(=O)c3cnccn3)cccc2C(=O)N([C@@H](C)CO)C[C@H]1C	-13
C[C@H]1CN([C@@H](C)CO)C(=O)CCCn2cc(nn2)CO[C@@H]1CN(C)C(=O)OCc1ccccc1	-8
COc1cccc(NC(=O)CNC(=O)c2cccs2)c1	-29
Cc1noc(C)c1S(=O)(=O)Nc1ccc2c(c1)CC(=O)N([C@H](C)CO)C[C@@H](C)[C@@H](CN(C)S(C)(=O)=O)O2	-9
C[C@@H]1CN([C@@H](C)CO)C(=O)CCCn2nncc2CO[C@@H]1CN(C)C	-2
CNC[C@@H]1Oc2ccc(NC(=O)CCC(F)(F)F)cc2C(=O)N([C@H](C)CO)C[C@@H]1C	-2
Cc1ccc(S(=O)(=O)N(C)C[C@H]2Oc3ccc(NC(=O)Cc4cn(C)c5ccccc45)cc3C(=O)N([C@@H](C)CO)C[C@@H]2C)cc1	40
O=C(/C=C/Sc1ccc(Cl)cc1)c1ccccc1	11
C[C@@H]1CCCCO[C@@H](CN(C)C(=O)CCCN(C)C)[C@@H](C)CN([C@H](C)CO)C(=O)c2cc(NC(=O)Nc3ccc4c(c3)OCO4)ccc2O1	14
C[C@@H]1CCCCO[C@@H](CN(C)S(=O)(=O)c2ccc(Cl)cc2)[C@@H](C)CN([C@H](C)CO)C(=O)c2cc(NC(=O)Nc3ccc4c(c3)OCO4)ccc2O1	17
C[C@@H]1CN([C@@H](C)CO)C(=O)c2cccc(NC(=O)c3cnccn3)c2O[C@H]1CN(C)Cc1ccc2c(c1)OCO2	2

# This is a subset (hit frequency here may not be typical).
